Screening data: PubChem, several laboratories
Lmaj promast – Leishmania major promastigote growth inhibition; Leishmania major promastigotes, resazurin fluorescence viability; inhibition, % at 10 µM; 9% of 200,000 active; AID 1063; in the data active means inhibition above about 50%;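 further: promastigotes grown with compound for 44 hours at 28 °C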
SRC2 TRFRET art – flags TR-FRET format artefacts in PPARgamma SRC-2 recruitment agonist screen. TR-FRET artefact counter-screen; active compounds read high. TR-FRET ratio at 8 µM. 0.4% of 200,000 active. AID 1049; in the data active means TR-FRET ratio above about 2000; further: inactives centre near 1500; reference of the scale not given here
bIAP activator – intestinal alkaline phosphatase (bovine) activation | purified bovine IAP, CDP-star luminescence, 30 min; active compounds read high; fold of DMSO-control signal, blank-subtracted | activation factor at 20 µM | 0.17% of 200,000 active;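 active means activation factor of 2 or more at 20 µM, a signal rise over negative controls twice the positive control's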
bIAP inh – intestinal alkaline phosphatase (bovine) inhibition; 190,000 tested, under 10 active; purified bovine IAP, CDP-star luminescence, 30 min; inhibition, % at 20 µM; AID 1019;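 active means over 50% inhibition of intestinal alkaline phosphatase at 20 µM in the single-dose screen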
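Assay system: bovine IAP enzyme; medium: DEA buffer 100 mM, pH 9.8, with MgCl2 1.0 mM, ZnCl2 0.02 mM; doses: 20 µM single dose; incubation: enzyme reaction for 30 min at room temperature; detection: CDP-star luminescence signal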
PPARg SRC-1 ag – agonists of human PPARgamma SRC-1 coactivator recruitment; P37231; PPARgamma-SRC-1 coactivator recruitment biochemical assay; activation, % at 8 µM; 0.41% of 200,000 active; AID 631; in the data active means activation above about 19%;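 further: 0% = DMSO and 100% = reference agonist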
Target sequence (P37231 whole entry, looked up): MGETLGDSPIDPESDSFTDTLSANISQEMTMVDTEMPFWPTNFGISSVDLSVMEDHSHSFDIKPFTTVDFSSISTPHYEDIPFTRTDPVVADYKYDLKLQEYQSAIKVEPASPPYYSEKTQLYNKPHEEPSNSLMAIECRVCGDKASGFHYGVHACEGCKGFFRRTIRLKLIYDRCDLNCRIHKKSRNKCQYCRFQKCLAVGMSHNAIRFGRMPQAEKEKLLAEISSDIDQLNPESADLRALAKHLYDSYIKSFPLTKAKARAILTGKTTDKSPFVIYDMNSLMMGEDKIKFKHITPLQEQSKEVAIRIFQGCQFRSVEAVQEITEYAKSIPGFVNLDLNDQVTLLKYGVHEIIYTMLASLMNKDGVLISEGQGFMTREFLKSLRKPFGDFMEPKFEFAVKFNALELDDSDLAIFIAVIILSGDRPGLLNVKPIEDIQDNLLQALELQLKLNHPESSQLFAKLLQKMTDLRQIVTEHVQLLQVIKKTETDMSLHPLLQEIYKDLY
PPARg SRC-2 ag – promotes SRC-2 coactivator recruitment by human PPARgamma. PPARgamma LBD-SRC-2 recruitment, biochemical. P37231. 0.34% of 200,000 active. AID 1032. activation, % at 8 µM; in the data active means activation above about 22%;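 further: 0% = vehicle and 100% = reference agonist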
PPARg SRC3 recr – agonists of human PPARgamma SRC-3 coactivator recruitment | 0.26% of 200,000 active | P37231 | biochemical PPARgamma/SRC-3 coactivator recruitment assay | activation, % at 8 µM; in the data active means activation above about 23%;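 further: 0% = DMSO and 100% = reference agonist; some compounds past the cut are filed as inactive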
TLR4-MyD88 BLA – blocks binding of human TLR4 to MyD88. O00206+Q99836. HeLa CL3-4 TLR4/MyD88 BLA complementation, FRET ratio. inhibition, % at 8.4 µM. 0.18% of 200,000 active. AID 861; in the data active means inhibition above about 25%;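 further: 0% = vehicle and 100% = reference inhibitor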
ROMK mod – human ROMK K+ channel modulation, primary screen. Tet-inducible ROMK, thallium flux fluorescence; actives lie on both sides. B-score at 10 µM. 2% of 130,000 active. AID 1918;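 active means signal ratio slope over the read window, or its plate-corrected B-score, at least 3 SD from the plate mean, either direction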;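 further: B-score of the F/F0 ratio slope over 7 to 12 s after thallium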
Target sequence (P48048 whole entry, looked up): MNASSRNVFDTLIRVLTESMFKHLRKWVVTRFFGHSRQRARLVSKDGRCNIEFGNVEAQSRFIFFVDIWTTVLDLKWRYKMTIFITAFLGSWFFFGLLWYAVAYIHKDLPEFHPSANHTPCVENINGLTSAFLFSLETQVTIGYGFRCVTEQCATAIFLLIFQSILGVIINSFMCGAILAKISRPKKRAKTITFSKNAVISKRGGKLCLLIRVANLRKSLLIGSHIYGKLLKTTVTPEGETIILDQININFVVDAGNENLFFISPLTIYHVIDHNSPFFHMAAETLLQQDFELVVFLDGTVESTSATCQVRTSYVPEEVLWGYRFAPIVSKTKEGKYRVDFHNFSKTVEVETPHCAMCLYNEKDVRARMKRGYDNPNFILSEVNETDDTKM
S1P3 antag – blocks the human S1P3 receptor; Q99500; CHO S1P3 NFAT-BLA reporter, FRET fluorescence, antagonist mode; inhibition, % at 4.98 µM; 0.27% of 170,000 active; AID 485;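 active means inhibition above the plate cutoff, the mean inhibition of test wells on that plate plus 3 SD, cut at about 28% in these data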;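 further: cells challenged with S1P at its EC80 of 0.8 µM; blue over green emission ratio from cleaved BLA substrate after 4 h stimulation; 0% = S1P-stimulated wells and 100% = unstimulated DMSO-only wells; some compounds past the cut are filed as inactive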
DTT redox prof – compounds producing H2O2 with reducing agent – biochemical, NIH compound library profiling, artefact control for MLSCN library redox annotation, primary screen; 0.03% of 200,000 active; activation, % at 10 µM; DTT-dependent redox cycling H2O2, phenol red/HRP absorbance; 100% = 100 µM peroxide control, 0% = buffer;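 active means activation of at least 50% relative to the plate's high and low controls in the primary single-dose screen; inactive means activation below 50%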;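 further: compound incubated with DTT at 0.8 mM final as the reducing agent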
Active calls of the source: *; nt = not tested or not shown.

entry	SMILES	Lmaj promast	SRC2 TRFRET art	bIAP activator	bIAP inh	PPARg SRC-1 ag	PPARg SRC-2 ag
1	O=S(=O)(NCC(c1ccco1)N1CCN(c2ccc(F)cc2)CC1)c1ccc2c(c1)OCCO2 (stereo not drawn)	2	1614	0.7	26	10	6
2	CC(=O)c1ccc(N2CCN(C(=O)c3ccc(Cn4c(=S)[nH]c5ccc(N6CCOCC6)cc5c4=O)cc3)CC2)cc1	98*	3627*	1.1	-9	40*	37*
3	COc1ccc(F)cc1C(=O)C1CCCN(C(=O)CCN2CCCCO2)C1 (stereo not drawn)	-3	1520	1.2	-15	5	-5
4	COc1ccc(F)cc1C(=O)C1CCCN(Cc2c[nH]c3ccccc23)C1 (stereo not drawn)	42	1517	1	1	5	14
5	CCCCOC(=O)/C(=C\c1ccc([N+](=O)[O-])o1)NC(=O)c1ccccc1	83*	1471	1	-4	4	7
6	NC(=O)NNC(=S)Nc1cccc2ccccc12	-2	1386	1.2	-18	8	-2
7	Cc1nc2ccccc2nc1OCC(=O)Nc1ccccc1	-7	1603	1	-1	9	8
8	O=C(NCCC(c1ccccc1)c1ccco1)c1cccs1 (stereo not drawn)	-1	1374	0.9	11	-5	-5
9	O=C(Nc1nnc(SCc2ccc(Cl)cc2)s1)c1cnccn1	-6	1444	1	-1	9	14
10	C=CCN(C)NC(=S)Nc1ccccc1	8	1552	0.8	21	1	-5
11	CCOC(=O)CC1ON(C)C(=O)N1c1ccc(Cl)cc1Cl (stereo not drawn)	-1	1501	0.9	12	0	2
12	Cc1cc(S(=O)(=O)Nc2cccc(O)c2)c(C)s1	7	1533	0.9	6	7	3

entry	PPARg SRC3 recr	TLR4-MyD88 BLA	ROMK mod	S1P3 antag	DTT redox prof
1	5	-2	nt	-3	0.3
2	35*	-6	0.66	-12	0.3
3	1	-4	0.77	10	0.6
4	6	7	-0.8	-10	0.8
5	3	-5	nt	nt	1.0
6	1	2	-0.44	-16	-0.8
7	5	-2	0.48	4	-0.2
8	-6	8	-0.2	9	3.5
9	3	-11	1.2	-30	-0.3
10	-2	-17	1	-13	0.1
11	0	-6	-0.41	nt	-0.1
12	17	-3	-0.027	8	-4.1

Next entries.
entry	SMILES	Lmaj promast	SRC2 TRFRET art	bIAP activator	bIAP inh	PPARg SRC-1 ag	PPARg SRC-2 ag
13	O=C(OCc1cc(=O)n2c(n1)sc1ccccc12)c1ccc(O)cc1O	-3	1632	1	2	10	9
14	Cc1cc(C)c(C#N)c(SCC(=O)NC2CC2)n1	-1	1662	1	3	2	6
15	CCC(=O)N1CCNC(=O)C1CC(=O)Nc1ccc(C)c(Cl)c1 (stereo not drawn)	-3	1402	0.9	10	-1	-4
16	CC1CCC(NC(=O)c2ccc(N3CCCC3=O)cc2)CC1 (stereo not drawn)	-2	1589	1	1	6	-2
17	COc1cc(OC)cc(-c2nnc(SCC(=O)N3CCOCC3)o2)c1	8	1374	1	4	-1	-4
18	Cc1nnc(SCCOC(N)=O)n1C	-4	1290	0.9	7	1	-2
19	Cc1nc2c(C#N)c(-c3ccc(Cl)cc3)ccn2n1	5	1622	1	0	3	2
20	CC(=C\c1ccccc1)/C=C1/SC(=O)N(CCCC(=O)Nc2ccc(C(=O)O)cc2)C1=O	-5	1482	1	1	-2	1
21	O=C(NCCc1ccccc1)c1ccc(NC2=NC3CS(=O)(=O)CC3S2)cc1 (stereo not drawn)	5	1559	1	-1	3	4
22	Cc1cccc(-n2ccnc2SCC(=O)N2CCCc3ccccc32)c1C	60*	1611	0.8	18	0	8
23	O=[N+]([O-])c1cc(O)c2ncccc2c1	100*	1370	1	2	-2	-2
24	NC(=O)CSc1nnc(NC(=O)c2cccc(S(=O)(=O)N3CCCCC3)c2)s1	-6	1488	1	2	5	-1

entry	PPARg SRC3 recr	TLR4-MyD88 BLA	ROMK mod	S1P3 antag	DTT redox prof
13	6	-3	-0.47	2	-2.3
14	0	4	0.14	nt	-0.7
15	-2	1	0.21	-4	1.0
16	-4	3	0.24	nt	1.7
17	-3	-16	0.78	6	0.1
18	-2	-9	0.58	-31	0.2
19	2	10	-0.69	-1	-1.1
20	-1	8	-0.9	-18	0.0
21	-3	-15	nt	nt	-1.0
22	2	9	nt	4	-0.5
23	-6	4	1.1	-2	0.1
24	6	-10	-0.32	-1	-0.1

Next entries.
entry	SMILES	Lmaj promast	SRC2 TRFRET art	bIAP activator	bIAP inh	PPARg SRC-1 ag	PPARg SRC-2 ag
25	COc1ccc(-c2nnc(SCC(N)=O)n2N)cc1	-4	1381	1	1	2	2
26	CCOc1ccc(Nc2nc(CC(=O)OC)cc(=O)[nH]2)cc1	-5	1523	1	1	6	9
27	COc1ccc(-c2nc(NC(=O)c3ccc(OCC(=O)Nc4ccc(F)cc4)c(OC)c3)sc2C)cc1	69*	1418	1	-2	-7	-7
28	Cc1ccc2c(c1)NC(=O)C(CC(=O)NCCCN1CCc3ccccc3C1)O2 (stereo not drawn)	-2	1533	1	-2	3	-3
29	COc1ccc(NC(=O)Cn2c(C)cc(=O)c3ccccc32)cc1	-1	1780	0.9	9	16	3
30	Brc1ccc(Oc2nsnc2N2CCOCC2)cc1	-2	1498	1	1	-1	0
31	CN(C(=O)Nc1ccc(Cl)cc1Cl)[C@H]1c2cc(Br)ccc2OC[C@H]1CO	6	1507	1	-1	4	0
32	CC1CCCC(C)N1/N=C/c1ccc(N(C)C)cc1 (stereo not drawn)	2	1354	1.4	-40	-7	2
33	COc1ccc(-c2nc3c(c(SCC(=O)N4CCOCC4)n2)COC(C)(C)C3)cc1	4	1621	1	1	-2	5
34	CCOC(=O)N1CCC(NC(=O)CNS(=O)(=O)c2ccc(Br)s2)CC1	-5	1494	1	-3	5	2
35	COc1ccc(OC)c(-n2c(=S)[nH]c3cc(C(=O)N4CCCCC4)ccc3c2=O)c1	-8	1614	0.9	15	0	6
36	COCCNC(=O)c1ccc(C(=O)C(=O)c2ccccc2)cc1	-8	1584	0.9	11	7	3

entry	PPARg SRC3 recr	TLR4-MyD88 BLA	ROMK mod	S1P3 antag	DTT redox prof
25	7	-6	0.3	5	1.7
26	-4	12	-0.21	-33	1.5
27	-1	3	0.43	10	0.6
28	5	3	nt	2	-1.7
29	-1	-9	-0.98	-5	0.4
30	-9	1	-1.2	18	0.3
31	-4	-5	nt	nt	0.4
32	0	-3	0.46	-8	0.0
33	-3	5	nt	nt	-0.7
34	-4	0	nt	3	-0.1
35	6	11	1	-13	8.7
36	7	4	nt	4	-0.1

The list goes on.
entry	SMILES	Lmaj promast	SRC2 TRFRET art	bIAP activator	bIAP inh	PPARg SRC-1 ag	PPARg SRC-2 ag
37	O=C(CSc1nc2ncccc2[nH]1)NCCc1ccccc1	19	1558	1.2	-22	6	4
38	CCOc1ccc(NC(=O)C2CCCN(S(=O)(=O)c3c(C)n[nH]c3C)C2)cc1 (stereo not drawn)	-1	1644	0.8	16	2	5
39	O=C(NC(=S)NCc1cccnc1)c1cccc2ccccc12	-4	1368	1	-3	7	-8
40	CCC(C)(C)NC(=O)c1ccc(S(=O)(=O)N2CCCCCC2)cc1	-3	1545	1	3	6	9
41	Cc1ccc2c(c1)C1C=CCC1C(C(=O)O)N2 (stereo not drawn)	6	1446	0.9	7	1	5
42	Cn1nc(-c2ccc(Cl)cc2)c2cc(C(=O)NCCCN3CCCC3)sc21	100*	1633	1.2	-16	9	1
43	O=C1/C(=C2/NCCN2C2CC(=O)N(c3ccccc3)C2=O)CC/C1=C\c1ccccc1 (stereo not drawn)	-3	1651	1.1	-10	11	3
44	O=C(CN1CCOCC1)N1CCCc2ccccc21	-5	1337	1.2	-18	-4	-8
45	C[n+]1c(/C=C/c2ccc3c(c2)OCO3)ccc2ccccc21	77*	1491	0.7	32	9	-4
46	O=C(Cc1ccc(Cl)cc1)Nc1ccccc1N1CCOCC1	-8	1535	1	3	3	-13
47	Cc1ccc(S(=O)(=O)/N=C(/NC(=S)Nc2ccccc2)c2ccccc2)cc1	-6	1420	0.8	24	1	3
48	Clc1ccccc1Cn1nnc2c(NCCN3CCOCC3)ncnc21	45	1512	1	1	10	5

entry	PPARg SRC3 recr	TLR4-MyD88 BLA	ROMK mod	S1P3 antag	DTT redox prof
37	1	-11	nt	-6	0.5
38	4	-3	nt	9	-0.3
39	2	1	-0.18	5	0.2
40	4	-12	-0.66	-15	-1.0
41	1	-7	1.2	-37	2.4
42	-1	4	nt	-28	-2.0
43	6	-9	0.83	-5	-0.9
44	2	-2	-0.038	-17	0.0
45	4	-9	1.4	-8	-0.8
46	-4	-2	nt	nt	1.7
47	9	-4	0.96	nt	1.1
48	-6	-7	nt	-34	0.3

Six entries picked at random from those above, as already listed:
entry	SMILES	Lmaj promast	SRC2 TRFRET art	bIAP activator	bIAP inh	PPARg SRC-1 ag	PPARg SRC-2 ag
48	Clc1ccccc1Cn1nnc2c(NCCN3CCOCC3)ncnc21	45	1512	1	1	10	5
45	C[n+]1c(/C=C/c2ccc3c(c2)OCO3)ccc2ccccc21	77*	1491	0.7	32	9	-4
39	O=C(NC(=S)NCc1cccnc1)c1cccc2ccccc12	-4	1368	1	-3	7	-8
42	Cn1nc(-c2ccc(Cl)cc2)c2cc(C(=O)NCCCN3CCCC3)sc21	100*	1633	1.2	-16	9	1
46	O=C(Cc1ccc(Cl)cc1)Nc1ccccc1N1CCOCC1	-8	1535	1	3	3	-13
41	Cc1ccc2c(c1)C1C=CCC1C(C(=O)O)N2 (stereo not drawn)	6	1446	0.9	7	1	5

entry	PPARg SRC3 recr	TLR4-MyD88 BLA	ROMK mod	S1P3 antag	DTT redox prof
48	-6	-7	nt	-34	0.3
45	4	-9	1.4	-8	-0.8
39	2	1	-0.18	5	0.2
42	-1	4	nt	-28	-2.0
46	-4	-2	nt	nt	1.7
41	1	-7	1.2	-37	2.4

Remaining list, next part:
entry	SMILES	Lmaj promast	SRC2 TRFRET art	bIAP activator	bIAP inh	PPARg SRC-1 ag	PPARg SRC-2 ag
49	Nc1nc2n(n1)C(c1ccco1)CC(c1ccc(Cl)c(Cl)c1)N2 (stereo not drawn)	-2	1392	0.9	6	-3	-7
50	Nc1ccccc1N=Cc1ccc(-c2cccc(Cl)c2)o1	46	1553	1	-3	5	15
51	O=C(CC1S/C(=N/N=C/c2ccco2)NC1=O)Nc1ccccc1 (stereo not drawn)	7	1577	0.8	24	2	-2
52	Cc1ccc(-c2nnn(CC(=O)N3CCCc4ccccc43)n2)cc1	-3	1543	1.1	-7	10	9
53	CS(=O)(=O)N(CC(=O)N1CCCC1)c1ccc(OCc2ccccc2)cc1	-3	1395	1.1	-12	-4	7
54	Cc1ccc(C)c(C(=O)CC2(O)C(=O)Nc3ccccc32)c1 (stereo not drawn)	8	1299	1	3	-9	1
55	COC(=O)C1=C(C)NC(=O)/C1=C\c1cc(C)n(-c2ccccc2F)c1C	15	1593	0.9	7	7	6

entry	PPARg SRC3 recr	TLR4-MyD88 BLA	ROMK mod	S1P3 antag	DTT redox prof
49	-7	-14	nt	14	0.3
50	5	-1	-0.092	-5	0.0
51	-2	6	1.2	0	-0.9
52	11	-6	nt	nt	1.9
53	-4	5	-0.54	-19	-0.2
54	-11	17	nt	-39	1.4
55	5	3	-0.044	3	-1.2
